Screens from PubChem.
bIAP inhibitor: bovine intestinal alkaline phosphatase inhibitors, primary screen, selectivity assay for TNAP inhibitor project, biochemical, bovine IAP, CDP-star luminescence. alkaline phosphatase, intestinal [Bos taurus]. purified bovine IAP, 30 min. inhibition, % at 20 µM. 190,000 tested, under 10 active;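 active means over 50% inhibition of intestinal alkaline phosphatase at 20 µM in the single-dose screen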
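test system = bovine IAP enzyme | medium = DEA buffer 100 mM, pH 9.8, with MgCl2 1.0 mM, ZnCl2 0.02 mM | detection = luminescence | dosing = single compound dose of 20 µM, 2% DMSO final | incubation = 30 min reaction at room temperature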
bIAP activator: bovine intestinal alkaline phosphatase activators, primary screen, biochemical, bovine IAP, CDP-star luminescence; purified bovine IAP, 30 min; stronger effect = higher value; fold of DMSO-control signal, blank-subtracted; hit rate 0.17% among 200,000; activation factor at 20 µM; alkaline phosphatase, intestinal [Bos taurus]; AID 1016, 2008;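 active means activation factor of 2 or more at 20 µM, a signal rise over negative controls twice the positive control's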
TNAP inh hi DEA: human TNAP enzyme inhibitors, primary screen, biochemical, luminescent, high phosphate acceptor level, uHTS; Alkaline phosphatase, tissue-nonspecific isozyme (Homo sapiens), P05186; purified TNAP, CDP-star luminescence, 1 M DEA; inhibition, % at 20 µM; hit rate 0.03% among 200,000; AID 1135, 2008;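 active means over 50% inhibition of tissue-nonspecific alkaline phosphatase at 20 µM in the single-dose screen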;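 further: plate controls were DMSO wells for no effect and EDTA-quenched wells as full inhibition for full effect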
Target sequence (P05186 whole entry, looked up): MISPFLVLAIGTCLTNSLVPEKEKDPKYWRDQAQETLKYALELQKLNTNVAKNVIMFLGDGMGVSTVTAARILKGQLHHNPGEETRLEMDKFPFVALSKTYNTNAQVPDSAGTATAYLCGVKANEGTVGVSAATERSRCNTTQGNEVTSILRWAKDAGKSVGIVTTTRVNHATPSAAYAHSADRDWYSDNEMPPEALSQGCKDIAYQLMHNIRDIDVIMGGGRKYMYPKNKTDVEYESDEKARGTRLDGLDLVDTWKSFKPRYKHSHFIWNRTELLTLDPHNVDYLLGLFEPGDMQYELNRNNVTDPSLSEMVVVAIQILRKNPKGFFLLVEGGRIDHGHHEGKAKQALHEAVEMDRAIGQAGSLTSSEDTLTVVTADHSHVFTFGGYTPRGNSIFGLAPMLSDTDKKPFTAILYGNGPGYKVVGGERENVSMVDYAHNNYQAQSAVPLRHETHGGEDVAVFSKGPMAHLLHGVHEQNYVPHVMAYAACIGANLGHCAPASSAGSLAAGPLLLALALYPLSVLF
TNAP act hiacc: TNAP activators at high phosphate acceptor level, primary screen, biochemical, luminescence, uHTS | purified TNAP, CDP-star luminescence, 1 M DEA, 30 min; stronger effect = higher value; 0 = EDTA background, 1 = DMSO-only activity | activation factor at 20 µM | 200,000 tested, under 10 active;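 active means activation factor at least 2 at 20 µM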
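Dosing: 20 µM single point. System: human TNAP. Amount: TNAP 1/800 final. Incubation: 30 min, room temperature. Read-out: TNAP activation factor scaled between EDTA and DMSO control wells. Signal: luminescence from CDP-star hydrolysis. Medium: 1 M DEA, pH 9.8, Mg2+, Zn2+. Control set: EDTA negative control, DMSO positive control.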
PMI act satM6P: human PMI activators, high substrate, primary screen, biochemical, fluorescence intensity, near-saturating mannose 6-phosphate. Mannose-6-phosphate isomerase (Homo sapiens), P34949. coupled PMI enzyme assay, resazurin fluorescence, 20 min; stronger effect = higher value; 1 = untreated enzyme, 0 = substrate-free blank. activation factor at 20 µM. hit rate 0.34% among 190,000. AID 1216, 2008;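 active means activation factor of 2 or more at 20 µM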
Target sequence (P34949 whole entry, looked up): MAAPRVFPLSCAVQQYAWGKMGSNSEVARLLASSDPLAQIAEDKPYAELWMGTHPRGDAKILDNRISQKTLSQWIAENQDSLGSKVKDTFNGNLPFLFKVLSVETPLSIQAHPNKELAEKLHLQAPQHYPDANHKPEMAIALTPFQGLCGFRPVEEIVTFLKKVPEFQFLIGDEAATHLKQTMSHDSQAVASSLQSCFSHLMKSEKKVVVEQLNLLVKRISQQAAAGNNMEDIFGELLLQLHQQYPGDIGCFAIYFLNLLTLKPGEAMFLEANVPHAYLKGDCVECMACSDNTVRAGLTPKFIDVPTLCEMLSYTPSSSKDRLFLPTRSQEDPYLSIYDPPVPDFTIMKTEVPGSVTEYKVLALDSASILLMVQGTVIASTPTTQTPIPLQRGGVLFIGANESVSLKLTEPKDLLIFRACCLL
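Test system: Human PMI in coupled enzyme assay | Input: 15 ng/mL PMI | Medium: HEPES-buffered pH 7.4 with magnesium and detergent | Compound: One concentration, 20 µM, in 1% DMSO | Incubation: Enzyme reaction with compound 20 min at room temperature | Detection: Diaphorase-driven resazurin-to-resorufin fluorescence, excitation 544, emission 590 nm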
PMI activator: activators of human PMI, primary screen, biochemical, fluorescence intensity, near-Km mannose 6-phosphate. purified human PMI, coupled resazurin fluorescence, 20 min; stronger effect = higher value; 1 = vehicle control, 0 substrate-free wells. activation factor at 20 µM. hit rate 0.005% among 190,000. AID 1214, 2008;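 active means activation factor of 2 or more at 20 µM, relative to plate controls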
L major viab: Leishmania major promastigote growth inhibition, primary screen | hit rate 9% among 200,000 | inhibition, % at 10 µM | Leishmania major promastigotes, resazurin fluorescence viability | AID 1063, 2008; in the data active means inhibition above about 50%;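 further: promastigotes grown with compound for 44 hours at 28 °C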
Diaphorase inh: diaphorase inhibitors and chemical oxidizers, primary screen, counter-screen for diaphorase-coupled primary assays, biochemical, uHTS, resorufin fluorescence; diaphorase resazurin-to-resorufin fluorescence, NADH, 16 min; bacterial (C. kluyveri) enzyme, not human; inhibition, % at 20 µM; hit rate 0.69% among 190,000; AID 1217, 2008;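 active means primary screen inhibition at 20 µM above a set limit, cut at about 50% in these data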;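 further: plate controls were DMSO with full reaction for no effect and wells lacking NADH for full effect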
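Assay system: diaphorase enzyme from Clostridium kluyveri; Input: enzyme working solution with 0.14 U/mL diaphorase; Timing: 16 min at room temperature; Technique: resorufin fluorescence, excitation 544 nm, emission 590 nm; Benchmarks: positive control minus NADH, DMSO neutral control.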
Diaph act CS: compounds boosting diaphorase resazurin reduction – biochemical, uHTS, resorufin fluorescence, counter-screen for diaphorase-coupled primary assays, primary screen; AID 1229, 2008; hit rate 0.005% among 190,000; activation factor at 20 µM; Diaphorase/resazurin coupled assay, 16 min; stronger effect = higher value; 1 = vehicle wells, 0 = NADH-free wells;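 active means diaphorase activity raised at least twofold by the compound at 20 µM; inactive means activation factor below 2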
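Material: purified diaphorase enzyme from Clostridium kluyveri / Medium: HEPES pH 7.4 buffer with MgCl2 and Tween 20 / Schedule: enzyme reaction of 16 min at room temperature / Measured by: resorufin fluorescence, excitation 544 nm, emission 590 nm / Evaluation: rise in resorufin formation, marking diaphorase activation or chemical reduction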
TNAP inh noacc: human TNAP enzyme inhibitors, primary screen, biochemical, luminescent, no phosphate acceptor, uHTS. purified TNAP, CDP-star luminescence, 30 min. hit rate 0.26% among 200,000. inhibition, % at 20 µM;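 active means tissue-nonspecific alkaline phosphatase inhibition above about 50% at 20 µM in the single-dose screen, limit read from the data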;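 further: 0% = DMSO negative control and 100% = EDTA positive control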
Active calls of the source: *; . = no result given. The order is random; overall some 10% were active at least once.

smiles	bIAP inhibitor	bIAP activator	TNAP inh hi DEA	TNAP act hiacc	PMI act satM6P	PMI activator	L major viab	Diaphorase inh	Diaph act CS	TNAP inh noacc
CCOc1nc(NCc2ccco2)nc(Nc2ccc(OC)cc2)n1	21	0.8	-1	1	0.9	0.9	84*	11	0.9	-10
O=C(COC(=O)CNS(=O)(=O)c1cccc(Br)c1)NC(=O)Nc1ccc2c(c1)OCCO2	6	0.9	-2	1	0.9	0.9	-3	22	0.8	-11
COc1cccc(NC(=S)N(CCCN2CCOCC2)Cc2cn(C)c3ccccc23)c1	8	0.9	-2	1	1	1	35	5	1	5
CCOC(=O)c1c(C)c(C(=O)NC2CCCCCC2)c(C)n1C	7	0.9	-5	1	1	0.9	-4	12	0.9	-14
COc1ccc2[nH]cc(CCNC(=O)C3CCCO3)c2c1 (configuration not stated)	11	0.9	-8	1.1	0.9	0.9	-2	11	0.9	-7
O=C(CN1CCCCC1)N1CCN(C(=O)CN2CCCCC2)CC1	11	0.9	-7	1.1	1	1	-3	17	0.8	-16
O=c1cc(CO)oc(CN2CCC(Cc3ccccc3)CC2)c1O	-9	1.1	-2	1	0.8	0.9	-2	18	0.8	-1
CCc1nnc(NC(=O)c2ccc(Cl)nc2)s1	-13	1.1	0	1	1.1	1.1	6	12	0.9	5
COC(=O)Cn1ccc(N(C)C)c(C#N)c1=O	7	0.9	-3	1	1	1	-2	2	1	-2
CCOC(=O)c1ccc(NC(=O)CSc2nnc(CNC(=O)c3ccccc3F)o2)cc1	-4	1	2	1	1	1	91*	2	1	-8
CCCCOc1ccc(N(CC(=O)NCC2CCCO2)C(=O)CCC(=O)Nc2cc(C)ccn2)cc1 (configuration not stated)	-2	1	-4	1	1	1.1	-6	-4	1	-10
Cc1nc([N+](=O)[O-])c(NCCO)n1Cc1ccccc1	9	0.9	-1	1	1.1	1.1	0	6	0.9	-8
Cc1ccc(NS(=O)(=O)c2cc(NC(=O)C(C)Oc3ccccc3)ccc2C)c(C)c1 (configuration not stated)	25	0.8	6	0.9	1	0.9	98*	25	0.8	28
Cc1ccc2c(C)cc[n+](CCCS(=O)(=O)[O-])c2c1	7	0.9	-5	1	1.1	1	13	6	0.9	-8
O=C(c1cnccn1)N1CCc2ccccc2C1	9	0.9	-4	1	1.1	1.1	-7	3	1	-11
OC(COc1ccc(Cl)cc1)CN1CCCCC1 (configuration not stated)	13	0.9	0	1	1.1	1.1	89*	-7	1.1	-9
Cc1cccc(Nc2ccccc2C(=O)O)c1C	11	0.9	6	0.9	1.2	1.2	9	-12	1.1	0
COc1ccc2nc(NC(=O)CCc3nc(-c4ccccc4F)no3)sc2c1	28	0.7	-8	1.1	1	1.1	-2	9	0.9	-9
O=C(NCCc1ccncc1)c1ccccc1F	7	0.9	-4	1	0.9	0.9	-6	17	0.8	-11
O=C(OCc1ccc(F)cc1)c1ccc2ccccc2n1	0	1	-7	1.1	1	0.9	-12	12	0.9	-14
Cc1cccc(NC2=NC(=S)N(c3ccc(C(=O)O)cc3)C23CCCCC3)c1	1	1	-7	1.1	1	1	-7	24	0.8	5
Cc1ccc(NS(=O)(=O)c2cc(C(N)=O)ccc2C)cc1	12	0.9	-2	1	1	0.9	6	11	0.9	-10
CC(/C=N\NC(=O)c1ccc(C)nc1)=C\c1ccccc1	4	1	2	1	1.1	1.1	0	0	1	-3
O=C(NCC1CCCO1)c1ccc(CNS(=O)(=O)c2cccc(Cl)c2)cc1 (configuration not stated)	-2	1	-5	1	1	1	-2	-12	1.1	-9
COc1ccc(C(=O)Cn2nnc(-c3ccccc3NC(=O)C3CCCCC3)n2)cc1	26	0.7	-7	1.1	1	0.9	2	5	1	-6
Cc1ccc(C)c(NC(=O)CSc2nc(C)cc(C)c2C#N)c1	6	0.9	-1	1	1	1.1	-6	0	1	-15
CCC(=O)c1ccc(N2CCC(C)CC2)c(F)c1	8	0.9	-7	1.1	0.9	0.9	-4	10	0.9	-7
Cc1nc(-c2ccccc2)sc1-c1ccn[nH]1	-3	1	-7	1.1	1	0.9	9	0	1	-24
CN(C)c1nn(C(=O)Nc2cccc(C(F)(F)F)c2)cc1-c1ccccc1	23	0.8	-5	1	1.1	1	4	6	0.9	1
Cc1cccc2[nH]c3c(=O)n(CCN4CCNCC4)cnc3c12	-9	1.1	-4	1	0.9	0.9	-4	13	0.9	-6
O=C(CCn1cnnn1)Nc1ccccc1F	5	0.9	-3	1	1.1	1.1	-9	-1	1	-7
COc1ccccc1S(=O)(=O)Cc1ccc(C(=O)N2CCCC2)o1	10	0.9	-6	1.1	1	0.9	-7	14	0.9	-2
O=C1CCC(=O)N1c1ccc(NCCc2cccc(F)c2)c([N+](=O)[O-])c1	2	1	19	0.8	1.1	1.2	-6	7	0.9	17
Cc1noc(C)c1C(=O)N1CCN(C(=O)c2sc3cc(Cl)ccc3c2Cl)CC1	8	0.9	-3	1	0.9	0.9	0	15	0.9	-11
CCOc1cc(C(=O)Nc2ccncc2)cc(OCC)c1OCC	-4	1	-3	1	.	.	6	.	.	-5
Cc1c(N=CN2CCOCC2)c(=O)n(C)c(=O)n1C	2	1	-6	1.1	0.9	0.9	-3	-2	1	-9
COc1cccc(CNC(=O)CN(c2cc(C)cc(C)c2)S(=O)(=O)c2c(C)noc2C)c1	1	1	-8	1.1	1	1	65*	17	0.8	-16
CC(O)CCC(=O)NNC(=S)Nc1ccccc1 (configuration not stated)	-39	1.4	-1	1	.	.	16	.	.	-28
COc1cc(/C=N/NC(N)=O)cc(Br)c1OCc1ccccc1C	.	0.4	-5	1	1.1	1	-4	-7	1.1	-9
Cc1ccc(S(=O)(=O)N2CCCC(C(=O)Nc3ccc(C(=O)O)cc3)C2)cc1Cl (configuration not stated)	-2	1	0	1	1	1	0	6	0.9	-4
COC(=O)Cc1csc(Nc2ccc(Cl)cc2)n1	-6	1.1	2	1	1	0.9	-4	7	0.9	-46
C=CCNS(=O)(=O)c1cccc2cc(C(=O)O)c(O)cc12	-2	1	-8	1.1	0.9	0.9	-5	21	0.8	-16
Cc1ccc([N+](=O)[O-])cc1-c1ccc(/C=N\n2nnnc2N)o1	2	1	0	1	1	1	51*	22	0.8	-3
CCCCCc1c(O)c2ccccc2[nH]c1=O	-2	1	-2	1	0.8	0.9	23	10	0.9	-8
CC(C)Cc1nnc(NC(=O)CSc2ccccn2)s1	2	1	4	1	1	0.9	1	6	0.9	-1
Cc1nn(-c2ccc3nnc(Br)n3n2)c(C)c1Br	3	1	-4	1	1.1	1	-2	4	1	-8
CC(C)c1cc(C(=O)Nc2ccc3c(c2)OCO3)no1	23	0.8	-5	1	0.9	0.9	-3	11	0.9	-6
Cc1ccn(CCC(=O)N2CCCC(CCC(=O)N3CCN(c4ccccn4)CC3)C2)n1 (configuration not stated)	4	1	-6	1.1	1	1	-4	13	0.9	-14
C/C(CCc1ccccc1)=N\NC(=O)CCc1ccccc1	0	1	3	1	0.6	0.9	-6	15	0.9	-15
CC1CC2=C(NC(=S)NC2c2ccc(F)cc2)/C(=C/c2ccc(F)cc2)C1 (configuration not stated)	23	0.8	0	1	1.7	1.2	18	10	0.9	4
COc1cccc(C2CC(c3c(Cl)cccc3Cl)n3nc(N)nc3N2)c1 (configuration not stated)	5	1	-2	1	0.9	0.9	-1	12	0.9	-14
CN(CC(=O)Nc1cccnc1)S(=O)(=O)c1ccccc1	0	1	3	1	1	0.9	-6	11	0.9	-3
COCCn1c(N)c(Sc2ccc([N+](=O)[O-])cc2)c(=O)[nH]c1=O	2	1	-6	1.1	1	1	1	8	0.9	-12
NC(=O)C(c1ccc(Cl)cc1)c1ccc(Sc2ccc(Cl)cc2)nn1 (configuration not stated)	20	0.8	5	1	1	1	14	9	0.9	-3
CCOC(=O)Cc1c(C)nc2c(C#N)c[nH]n2c1=O	-5	1.1	-6	1.1	1	1.1	-5	10	0.9	-2
[O-]/C(=C(\C(=S)Nc1cccc2ccccc12)[n+]1ccccc1)c1cccs1	-2	1	3	1	0.3	0.6	-1	46	0.5	0
Cc1nn(C)c(C)c1S(=O)(=O)N1CCC(CO)(Cc2ccc(Cl)cc2)CC1	-14	1.1	-2	1	0.9	0.9	2	20	0.8	-1
Cc1cc(C)n(-c2c(C)[nH]c3ccccc23)n1	-20	1.2	-3	1	1.2	1.3	-1	-25	1.3	-8
COc1ccc(OCC(=O)NCCC2=CCCCC2)c([N+](=O)[O-])c1	-7	1.1	-1	1	1	1	10	0	1	0
COC(=O)c1cn(Cc2ccccc2C)nn1	-11	1.1	3	1	1	1	-10	5	1	-2
CCOc1ccc(N(CC(=O)N/N=C/c2cc([N+](=O)[O-])ccc2Cl)S(C)(=O)=O)cc1	1	1	0	1	1	0.8	12	8	0.9	-1
CCOC(=O)CSc1nc2cc(C(=O)N3CCC(C(N)=O)CC3)ccc2c(=O)n1C1CCCCC1	-18	1.2	-3	1	1	0.9	2	16	0.8	-9
CCOC(=O)C(/C=C(\C#N)C(=O)OCC)=C(/N)N1CCN(c2c(C)cccc2C)CC1	5	1	1	1	0.9	0.9	-5	13	0.9	-2
